Screening data as filed in PubChem BioAssay.
CHT block – inhibitors of human choline transporter CHT | CHT-expressing cells, membrane potential dye, choline response; stronger effect = lower value | B-score at 10 µM | Q9GZV3 | AID 488975 | 0.86% of 310,000 active;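 active = B-score over 3 SD under the library average, and starting fluorescence ratio not unusually high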;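 note: choline stimulus applied at its EC90 after an EC20 pre-addition; B-score computed on integrated fluorescence ratio after choline addition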
Target sequence (Q9GZV3 whole entry, looked up): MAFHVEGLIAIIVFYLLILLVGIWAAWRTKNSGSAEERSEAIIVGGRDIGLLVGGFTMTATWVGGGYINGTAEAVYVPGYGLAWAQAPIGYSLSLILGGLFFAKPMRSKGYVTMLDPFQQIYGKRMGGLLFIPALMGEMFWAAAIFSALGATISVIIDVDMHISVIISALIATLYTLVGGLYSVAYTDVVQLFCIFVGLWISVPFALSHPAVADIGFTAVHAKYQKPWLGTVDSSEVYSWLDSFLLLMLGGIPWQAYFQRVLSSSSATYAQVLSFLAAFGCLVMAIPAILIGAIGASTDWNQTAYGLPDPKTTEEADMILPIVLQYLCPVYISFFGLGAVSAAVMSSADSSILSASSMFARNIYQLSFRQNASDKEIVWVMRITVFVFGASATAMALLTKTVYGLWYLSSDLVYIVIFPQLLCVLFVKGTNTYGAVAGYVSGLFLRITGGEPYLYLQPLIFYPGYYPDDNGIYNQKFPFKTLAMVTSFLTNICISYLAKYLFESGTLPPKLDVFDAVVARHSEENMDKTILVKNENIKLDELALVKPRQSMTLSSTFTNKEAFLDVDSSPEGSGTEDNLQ
CHT PAM – allosteric activators of human choline transporter CHT; AID 488977; Q9GZV3; B-score at 10 µM; 0.49% of 310,000 active; CHT-expressing cells, membrane potential dye, choline EC20; stronger effect = higher value; LV-AA mutant CHT in HEK293 cells;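 active = initial fluorescence not abnormally high and integrated response B-score, plate-corrected, over 3 SD above library mean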
Numbers without * were called inactive; i = inactive.

SMILES	CHT block	CHT PAM
COc1ccc(/C=C/C(=O)Nc2ccccc2C(F)(F)F)cc1OC	i	i
O=C(CSc1nc2[nH]ncc2c(=O)[nH]1)Nc1cccc(Cl)c1	i	i
COC(=O)c1cccc(NC(=O)c2ccccc2)c1	i	i
CCCCCCn1nc(C(=O)OCC(=O)NC2CCS(=O)(=O)C2)c2ccccc2c1=O (stereo not given)	i	i
O=C(c1cccnc1)N1CCN(C(=O)c2ccccc2F)CC1	i	i
Cc1ccc(S(=O)(=O)/C(C#N)=C/c2c(N3CCOCC3)nc3c(C)cccn3c2=O)cc1	i	i
CS(=O)c1ccccc1-c1nc(-c2ccc(Cl)cc2)no1 (stereo not given)	i	i
CCC1(c2ccccc2)NC(=O)N(CC(=O)N(C)CC(=O)Nc2cccc(F)c2)C1=O (stereo not given)	i	i
COC(=O)c1scc(C)c1NC(=O)c1ccccc1F	i	i
O=C(C[n+]1cc(-c2ccccc2)n2c1CCC2)OCc1ccccc1	i	i
O=C(c1ccc(Br)s1)N1CCCC1	i	i
C=CCOC(=O)C1=C(C)N=C2SCCC(=O)N2C1c1ccc(OC(=O)c2ccco2)cc1 (stereo not given)	i	i
O=C(O)COc1ccc(C(=O)Cc2ccc3c(c2)OCCCO3)c(O)c1	i	i
COC(=O)c1ccc(Cn2cc([N+](=O)[O-])cn2)cc1	i	i
Cn1c(SCC(=O)OCC(=O)c2ccccc2)nnc1-c1cccs1	i	i
O=C(Nc1nccs1)c1ccc(-c2ccc(Cl)cc2Cl)o1	i	i
CC(C)S(=O)(=O)N1CCCC(C(=O)c2cccc(Cl)c2)C1 (stereo not given)	i	i
CNC1(C(N)=O)CCNCC1	i	i
CN(C)CCCC1Sc2ccccc2Sc2ccccc21 (stereo not given)	i	i
CC(=O)Nc1ccc(NC(=O)CC2Nc3cccc4cccc(c34)NC2=O)cc1 (stereo not given)	i	i
Cc1cc2c(cc1S(=O)(=O)CCC(=O)Nc1cccc(C(F)(F)F)c1)OCC(=O)N2	i	i
NC(N)=NS(=O)(=O)c1ccc(NC(=S)NC(=O)/C=C/c2cccs2)cc1	i	i
CC12CCC(C(=O)OC3CCCCC3)(OC1=O)C2(C)C (stereo not given)	i	i
COc1ccc(C(=O)NCCSCc2ccccc2)cc1OC	i	i
O=C(CCSc1ccccc1Cl)Nc1cccc([N+](=O)[O-])c1	i	i
(more compounds)
SMILES	CHT block	CHT PAM
COc1ccc(S(=O)(=O)NCc2c(-c3ccccc3)noc2C)c(OC)c1	i	i
CCOC(=O)Nc1ccc(S(=O)(=O)N2CCOCC2)cc1	i	i
Cc1ccc(S(=O)(=O)N2CC3(C)CN(S(=O)(=O)c4ccc(C)cc4)CC(C)(C2)C3=O)cc1	i	i
CCCCNCc1cc2ccccc2o1	i	i
COc1cc(C(C)=O)ccc1COc1ccc(C(=O)OCC(=O)NC2CCS(=O)(=O)C2)cc1OC (stereo not given)	i	i
C#CCNC(=O)C1=C[C@@H](C)[C@H](CCCO)[C@@H](OCC)O1	i	i
O=C(CSc1nnc(-c2ccccc2)o1)OCc1ccccc1	i	i
O=C1CN(C(=O)c2cc([N+](=O)[O-])ccc2Cl)C(c2ccccc2)c2cc(F)ccc2N1 (stereo not given)	i	i
Nc1nc(SCC(=O)Nc2c(Br)cc([N+](=O)[O-])cc2Br)n[nH]1	i	i
CCCOc1ccc(-c2nnn(CC(=O)c3c[nH]c4ccccc34)n2)cc1	i	i
Cc1cccc(-n2cc(CN3CCN(C(=O)c4ncn[nH]4)CC3)c(-c3cccc(F)c3)n2)c1	i	i
CC(O)[C@H](NC(=O)C1CCN(C(=O)[C@H](Cc2ccccc2)NC(=O)OC(C)(C)C)CC1)C(=O)O (stereo not given in full)	i	i
Cc1c(N2C(=O)c3ccccc3C2(O)c2ccccc2)c(=O)n(-c2ccccc2)n1C (stereo not given)	i	i
O=C(CCS(=O)(=O)c1cccc2nsnc12)NC1CCCCCC1	i	i
O=C(NCCc1ccc(Cl)cc1)c1ccc(OCC2CCCO2)cc1 (stereo not given)	i	i
O=C(NCc1ccccc1F)C1CCCN1C(=O)Nc1cccc(F)c1 (stereo not given)	i	i
Cc1ccc(-c2nnn(CC(=O)N3CCN(c4nc5ccccc5s4)CC3)n2)cc1	i	i
CC1CCc2c(sc(NC(=O)CCCn3cnc([N+](=O)[O-])n3)c2C(N)=O)C1 (stereo not given)	i	i
CCOC(=O)C1CCCN(C(=O)CCn2nc(-c3ccccc3)ccc2=O)C1 (stereo not given)	i	i
Cc1ccc(OCC(=O)N2N=C(c3ccc(Cl)cc3)CC2c2ccco2)c([N+](=O)[O-])n1 (stereo not given)	i	i
CC(=O)c1ccc(NC(=O)c2cnn3c(C(F)F)cc(C4CC4)nc23)cc1	i	i
Cc1c(C)n(C(=O)CSc2ncn[nH]2)c2ccccc12	i	i
CCOC(=O)N1CCC(N2C(=O)c3ccccc3C2Nc2cc(OC)c(OC)c(OC)c2)CC1 (stereo not given)	i	i
O=S(=O)(N/N=C/c1cn(Cc2ccccc2)c2ccccc12)c1ccccc1	i	i
c1ccc(-c2nnc(CN3CCN(c4ccccc4)CC3)o2)cc1	i	i

Single records, as listed above. Values in the order: CHT block	CHT PAM
Profile of O=S(=O)(N/N=C/c1cn(Cc2ccccc2)c2ccccc12)c1ccccc1 → i	i
Profile of CCOC(=O)N1CCC(N2C(=O)c3ccccc3C2Nc2cc(OC)c(OC)c(OC)c2)CC1 (stereo not given) → i	i
Profile of O=C(CSc1nnc(-c2ccccc2)o1)OCc1ccccc1 → i	i
Profile of C#CCNC(=O)C1=C[C@@H](C)[C@H](CCCO)[C@@H](OCC)O1 → i	i
Profile of CCCOc1ccc(-c2nnn(CC(=O)c3c[nH]c4ccccc34)n2)cc1 → i	i

Further results
SMILES	CHT block	CHT PAM
COc1cc(CN2CCC(C(=O)N3CCC(C)CC3)CC2)cc(Br)c1O	i	i
O=C(Nc1cc([N+](=O)[O-])ccc1C(=O)Nc1cccnc1)c1ccccc1	i	i
COc1ccc(C2(C(=O)N3CCCC3)CCOCC2)cc1OC	i	i
O=C(NCCN1CCCCC1)c1ccc(F)cc1Cl	i	i
O=c1c(-c2cccc3ccccc23)[n+]([O-])c2ccccc2n1O	i	i
CC(OC(=O)C1CC1)C(=O)Nc1cc(C(F)(F)F)ccc1Cl (stereo not given)	i	i
COc1ccc(C(c2nnnn2Cc2ccccc2)N2CCN(C(=O)c3ccco3)CC2)cc1 (stereo not given)	i	i
c1ccc2nc(-c3ccncc3)ccc2c1	i	i
Cc1nn(-c2cccc(Cl)c2)nc1C(=O)O	i	i
CC(C)CN(C(=O)COC(=O)C(C)N1C(=O)c2ccccc2C1=O)c1c(N)n(Cc2ccccc2)c(=O)[nH]c1=O (stereo not given)	i	i
CCOc1ccc(N(CC(=O)N2CCCC2)S(=O)(=O)c2ccc(F)cc2)cc1	i	i
O=C(CSc1cc(Cl)ccc1Cl)NC1CCCc2ccccc21 (stereo not given)	i	i
Cc1ncsc1C(=O)O	i	i
CCN(CC)c1ccc(N)cc1S(=O)(=O)Nc1ccc(OC)cc1	i	i
CC1(C)Cc2c(sc(NC(=O)c3ccc(S(=O)(=O)N4CCCCCC4)cc3)c2C(N)=O)C(C)(C)N1	i	i
CCN(CC(=O)Nc1cc(Cl)ccc1C)C(=O)c1cc(S(=O)(=O)N2CCCCCC2)ccc1OC	i	i
CCCCC(CC)C(=O)NCc1ccccc1OC (stereo not given)	-5.6*	i
COc1cc(/C=C(/C#N)c2ccccc2)ccc1Oc1ccc([N+](=O)[O-])cn1	i	i
COc1ccc(/C=C(\NC(=O)c2ccc(C)cc2)C(=O)NCCCn2ccnc2)cc1	i	i
Cc1ccc2nc(-c3ccc(SCC(=O)Nc4nnc(C)s4)nc3)[nH]c2c1	i	i
CCCCOc1ccc(/C=C/C2=CC(C)(C)NC(=S)N2)cc1OCC	i	i
O=C(COC(=O)c1ccccc1C(=O)c1ccccc1)NCCc1ccccc1	i	i
C=CCc1cc2c(oc(=O)c3ccccc32)c(C)c1O	i	i
Cc1ccc(S(=O)(=O)Cc2ccc(C(=O)N3CCCCCC3)o2)cc1	i	i
CC(C)(C)c1nnc2cccc(Cl)n12	i	i
Continued:
SMILES	CHT block	CHT PAM
O=C(N1CCOCCOc2ccccc2OCCOCC1)C(F)(F)F	i	i
O=S(=O)(c1cccc(NC(=S)N2CCN(c3ccccc3)CC2)c1)C(F)F	i	i
CCN(CC)c1ccc(N2C(=O)/C(=C\c3cccnc3)SC2=S)cc1	i	i
COc1cc2c(cc1OC)CN(C(=O)CN1CCN(S(=O)(=O)c3ccccc3Br)CC1)CC2	i	i
Cc1ccc2[nH]c3c(=O)n(N)c(=O)[nH]c3c2c1	i	i
CCCCCCSc1cc(-c2nc3ccc(Cl)cn3c2NCCCC)ccc1OC	i	i
Cc1nc(NC(=O)Nc2ccc(Cl)cc2)sc1C	i	i
CC(/C=N/NC(=O)CSc1nc(C)cc(C)n1)=C\c1ccccc1	i	i
Cc1cc(C)cc(NC(=S)N2C3CCCC2CC(NC(=O)C2CC2)C3)c1 (stereo not given)	i	i
COc1ccc(N(CC(=O)NCc2cccnc2)S(=O)(=O)c2ccc(C)c([N+](=O)[O-])c2)cc1	i	i
O=C1NC(c2ccco2)Nc2sc3c(c21)CCN(Cc1ccccc1)C3 (stereo not given)	i	i
COc1ccc(NS(=O)(=O)c2ccc3c(c2)Cc2ccccc2-3)cn1	i	i
O=C(O)c1ccc(CSc2nnc(-c3ccncc3)n2-c2ccc(Cl)cc2)cc1	i	i
COc1ccc(/C=N/NC(=O)c2ccc(Cn3cc([N+](=O)[O-])cn3)o2)cc1O	i	i
CCCC(C)NC(=O)CSc1nc2ccc(C)cc2[nH]1 (stereo not given)	i	i
CC1CCCN(C(=O)COC(=O)c2cc([N+](=O)[O-])ccc2N2CCOCC2)C1 (stereo not given)	i	i
CN(Cc1ccccc1)C(=O)CN1C(=O)c2ccccc2S1(=O)=O	i	i
COc1cccc(-n2nnnc2SCC(=O)Nc2cccc(C)n2)c1	i	i
CC(=O)Nc1ccc(Nc2c3c4c(cccc4n(C)c2=O)C(=O)c2ccccc2-3)cc1	i	i
O=C(Cc1ccc(S(=O)(=O)N2CCCC2)s1)N1CCN(c2ccc(F)cc2)CC1	i	i
Cn1c(=O)c2c(-c3ccccc3)n(Cc3ccccn3)cc2n(C)c1=O	i	i
Nc1nc(Nc2ccccc2F)nc(NCCO)c1[N+](=O)[O-]	i	i
COc1ccc(-c2nc(CS(=O)CC(=O)NCc3cccnc3)c(C)o2)cc1OC (stereo not given)	i	i
COc1cc(Cl)cc(/C=C/c2ccc3ccccc3n2)c1OC(C)=O	i	i
COC(=O)C1CN(C(=O)COc2cccc(C)c2C)c2ccccc2O1 (stereo not given)	i	i

Compounds shown so far that contain a cyano group, in the order listed:
SMILES	CHT block	CHT PAM
Cc1ccc(S(=O)(=O)/C(C#N)=C/c2c(N3CCOCC3)nc3c(C)cccn3c2=O)cc1	i	i
COc1cc(/C=C(/C#N)c2ccccc2)ccc1Oc1ccc([N+](=O)[O-])cn1	i	i

Nothing new here: entries from further up.
SMILES	CHT block	CHT PAM
COc1cc(Cl)cc(/C=C/c2ccc3ccccc3n2)c1OC(C)=O	i	i
COC(=O)C1CN(C(=O)COc2cccc(C)c2C)c2ccccc2O1 (stereo not given)	i	i

Reprinted at random: 6 records from the list.
SMILES	CHT block	CHT PAM
CCN(CC)c1ccc(N)cc1S(=O)(=O)Nc1ccc(OC)cc1	i	i
COC(=O)c1cccc(NC(=O)c2ccccc2)c1	i	i
Cc1ccc(-c2nnn(CC(=O)N3CCN(c4nc5ccccc5s4)CC3)n2)cc1	i	i
COC(=O)c1scc(C)c1NC(=O)c1ccccc1F	i	i
O=C(CCSc1ccccc1Cl)Nc1cccc([N+](=O)[O-])c1	i	i
COc1cccc(-n2nnnc2SCC(=O)Nc2cccc(C)n2)c1	i	i

Later entries
SMILES	CHT block	CHT PAM
Cc1ccc(-c2nnn(CC(=O)NCCc3ccc4c(c3)OCO4)n2)o1	i	i
Cn1c(CN2CCOCC2)nnc1SCC(=O)Nc1nccs1	i	i
Cc1ccc(Cl)cc1NC(=O)c1ccc(CSc2nnnn2C)cc1	i	i
Cc1ccccc1N1CCN(C2CCCN(C(=O)CCn3cnnn3)C2)CC1 (stereo not given)	i	i
CC(C)(C)n1nc(Cc2cccc3ccccc23)c2c(N)ncnc21	i	i
CC1=Nc2cc(C(=O)NCC3CCCO3)ccc2Sc2ccc(C)cc21 (stereo not given)	i	i
O=c1cc(O)n(Cc2ccc(F)cc2)c(=O)[nH]1	i	i
O=c1c2ccccc2ncn1Cc1ccc(Cl)cc1	i	i
CC1=NN(c2ccccc2)C(=O)C1(C)[N+](=O)[O-] (stereo not given)	i	i
CCCc1c(C)nn(C(=O)/C(C#N)=N/Nc2ccccc2[N+](=O)[O-])c1C	i	i
O=C1C=C(NCc2ccccc2)C2(CCCCC2)O1	i	i
COc1cc(CCC(O)CC(=O)CCc2ccccc2)ccc1O (stereo not given)	i	i
CC1(C)C=C(c2ccc(C(=O)O)s2)CC(C)(C)N1	i	i
C[C@@H](CN=[N+]=[N-])CN1CC[C@H](C(C)(C)C)CCC1=O	i	i
Cc1ccc(O)c(C(=O)c2cnc3onc(-c4ccc(F)cc4)c3c2)c1	i	i
Cc1cccc(NS(=O)(=O)c2nnc(NC(=O)CC(C)C)s2)c1	i	i
Cc1nn(-c2ccccc2)c(Cl)c1C1C(C#N)=C(N)OC2=C1C(=O)CC(C)(C)C2 (stereo not given)	i	i
Cc1cccc(NC(=O)CSc2nnc(-c3cnccn3)n2Cc2ccco2)c1	i	i
CCc1ccc(C(=O)NCc2cnn(C)c2)s1	i	i
O=C(C1CCCO1)N1CCN(C(=S)Nc2ccc(Br)cc2)CC1 (stereo not given)	i	i
O=C(c1ccc(S(=O)(=O)NCc2ccco2)cc1)N1CCN(Cc2ccccc2)CC1	i	i
CC1=NN(C(=O)c2csc(C)c2)C(O)(C(F)(F)F)C1 (stereo not given)	i	i
CCCSc1nnc(Cc2cc(=O)[nH]c(=O)[nH]2)n1-c1cc(C)ccc1C	i	i
CN(C(=O)Nc1ccc(Cl)cc1Cl)C1CCCC1	i	i
CCCCNc1c(N2CCN(C(=O)OCC)CC2)c(=O)c1=O	i	i
